Screening results as filed in PubChem.
PAFAH2 inh: inhibitors of human PAFAH2. AID 492956. Q99487. hit rate 0.99% among 340,000. inhibition, % at 3.39 µM. recombinant PAFAH2, FP-rhodamine activity probe, fluorescence polarization;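 active = inhibition above the mean over all tested compounds plus 3 SD, cut at about 30% in these data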;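 also: inhibitors block probe labeling of enzyme so polarization drops; 0% = enzyme with DMSO and 100% = wells lacking PAFAH2 protein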
PP5 primary: blocks human protein phosphatase 5 activity | hit rate 0.18% among 320,000 | P53041 | purified PP5c, OMFP substrate fluorescence | inhibition, % at 6.7 µM;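 active = inhibition above the campaign's mean inhibition across all tested compounds plus 3 SD, cut at about 9.5% in these data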;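 also: 0% = DMSO only and 100% = 100 µM cantharidin control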
Target sequence (P53041 whole entry, looked up): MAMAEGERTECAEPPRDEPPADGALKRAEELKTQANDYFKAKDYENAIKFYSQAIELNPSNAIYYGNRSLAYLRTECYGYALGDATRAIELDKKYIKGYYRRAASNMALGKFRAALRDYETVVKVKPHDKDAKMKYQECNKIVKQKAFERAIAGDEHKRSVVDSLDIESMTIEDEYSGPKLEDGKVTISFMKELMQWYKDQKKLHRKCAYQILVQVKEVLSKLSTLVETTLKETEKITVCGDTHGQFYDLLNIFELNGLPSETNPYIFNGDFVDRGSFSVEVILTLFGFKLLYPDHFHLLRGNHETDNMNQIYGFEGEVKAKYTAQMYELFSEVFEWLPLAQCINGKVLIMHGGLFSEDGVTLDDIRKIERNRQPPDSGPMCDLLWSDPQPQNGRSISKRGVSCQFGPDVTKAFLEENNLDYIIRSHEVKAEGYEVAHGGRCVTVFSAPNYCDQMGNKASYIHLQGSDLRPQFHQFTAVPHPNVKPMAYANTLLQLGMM
proCasp7 act: counter-screen for procaspase-3 activators: activators of human procaspase-7 | P55210 | recombinant procaspase-7, Ac-DEVD-pNA absorbance 405 nm; D23A/D198A/D206A triple mutant, cannot self-cleave; scale: DMSO 0, 5 µM enzyme 100 | activation, % at 8.5 µM | hit rate 0.093% among 330,000;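 active = percent activation above the screen-wide mean plus 3 SD, cut at about 25% in these data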
Target sequence (P55210 whole entry D23A/D198A/D206A): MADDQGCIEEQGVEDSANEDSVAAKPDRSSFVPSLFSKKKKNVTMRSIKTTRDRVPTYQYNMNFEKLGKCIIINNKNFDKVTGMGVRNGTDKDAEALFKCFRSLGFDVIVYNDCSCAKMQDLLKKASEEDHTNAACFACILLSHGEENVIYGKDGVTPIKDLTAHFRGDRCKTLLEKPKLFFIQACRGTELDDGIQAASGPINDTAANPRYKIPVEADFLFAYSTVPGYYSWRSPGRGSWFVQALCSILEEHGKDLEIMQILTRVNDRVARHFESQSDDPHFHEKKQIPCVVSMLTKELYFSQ
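Assay system: Uncleavable procaspase-7 mutant enzyme / Input: 2 µM procaspase-7 mutant as dispensed / Dosing: single nominal 8.5 µM compound dose, 0.8% DMSO final / Timing: 1 h enzyme–compound preincubation and 2 h substrate reaction, both 25 °C / Detection: p-Nitroaniline absorbance at 405 nm, read at 0 and 120 min / Replication: singlicate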
Fh CTSL1 inh: cathepsin L1 inhibition, PFM18AAP counter-screen. AID 1906. recombinant F. hepatica cathepsin L1, Z-Leu-Arg-MCA fluorescence. hit rate 0.49% among 300,000. inhibition, % at 5.96 µM;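 active = inhibition above the mean of all tested compounds plus 3 SD, set per screening campaign, cut at about 17% in these data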;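 also: 0% = plate median of test compound wells and 100% = 1 µM Z-Phe-Ala-diazomethylketone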
AHR activator: activators of human aryl hydrocarbon receptor; P35869; AHR-responsive luciferase reporter cells, luminescence; activation, % at 5 µM; hit rate 2.5% among 320,000; AID 2796; in the data active = activation above about 47%;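 also: 0% = vehicle wells and 100% = reference agonist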
proCasp3 act: procaspase-3 (human) activation; P42574; recombinant procaspase-3 D3A, Ac-DEVD-pNA absorbance 405 nm; activation, % at 8.5 µM; hit rate 0.11% among 330,000; AID 463141;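 active = activation above the mean of all tested compounds plus 3 SD, cut at about 21% in these data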;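 also: 0% = DMSO alone and 100% = DMSO wells spiked with extra 5 µM PC-3 D3A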
Target sequence (P42574 whole entry D9A/D28A/D175A): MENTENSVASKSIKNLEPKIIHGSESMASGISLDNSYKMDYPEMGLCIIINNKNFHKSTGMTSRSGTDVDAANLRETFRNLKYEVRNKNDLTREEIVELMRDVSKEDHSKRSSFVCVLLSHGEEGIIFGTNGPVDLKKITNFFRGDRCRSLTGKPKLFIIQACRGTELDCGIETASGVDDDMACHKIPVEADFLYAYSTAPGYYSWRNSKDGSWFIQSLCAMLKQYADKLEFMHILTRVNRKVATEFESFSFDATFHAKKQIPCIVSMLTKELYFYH
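material = Procaspase-3 D3A mutant | probe or stimulus = Ac-DEVD-pNA | compound = single dose, 8.5 µM nominal compound, 0.8% DMSO | timing = 1 h preincubation, 2 h reaction | measured by = 405 nm absorbance of p-nitroaniline, reads at 0 and 120 min | benchmarks = DMSO-only low control, 5 µM PC-3 D3A high control | repeats = singlicate, each compound tested once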
core dimer inh: blocks dimerization of HCV core protein; TR-FRET GST/Flag-core106 dimerization, 1536-well; inhibition, % at 5 µM; hit rate 0.33% among 300,000; AID 1899;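 active = inhibition above the mean of all tested compounds plus 3 SD, set per screening campaign, cut at about 45% in these data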
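assay system = GST-tagged and Flag-tagged HCV core protein residues 1-106 | controls = unlabelled core106 and no-GST-core106 wells | incubation = compound-protein-antibody incubation 4 h at 22.5 °C | probe or stimulus = Eu donor and XL665 acceptor anti-tag antibodies | read-out = % inhibition based on acceptor/donor emission ratio | signal = TR-FRET 671 and 617 nm emission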
TPT1 inhibitor: blocks Candida albicans tRNA 2'-phosphotransferase | recombinant caTPT1, FP RNA substrate dephosphorylation | inhibition, % at 5 µM | hit rate 0.81% among 300,000;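 active = inhibition above the mean of all tested compounds plus 3 SD, set per screening campaign, cut at about 24% in these data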;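 also: plate controls were DMSO alone for no effect and ferristatin control at 100 nM for full effect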
PP1 inh: blocks human PP1-alpha phosphatase, a PP5 counter-screen; P62136; purified PP1alpha, OMFP fluorescence; hit rate 0.9% among 320,000; inhibition, % at 6.7 µM; AID 2235;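 active = inhibition above the mean inhibition of all tested compounds plus 3 SD, computed separately for each screening campaign, cut at about 15% in these data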
* hit, by the source's call; · = not tested or not shown.

entry	Structure	PAFAH2 inh	PP5 primary	proCasp7 act	Fh CTSL1 inh	AHR activator
1	O=c1cc(Cl)[nH]c(=O)n1CCNc1ncc(C(F)(F)F)cc1Cl	-2	0.3	3	-4	19
2	CC1(C)Cc2c(c(-c3ccccc3Cl)[nH]c(=O)c2C#N)CO1	-3	-0.4	6	2	4
3	O=c1[nH]nc(SCc2nnc(-c3cccc(Cl)c3)o2)n1C1CCCCC1	0	1.9	0	-1	1
4	CC(=O)C1(C)OC(N)=C(C#N)C(c2ccccc2)C1(C#N)C#N (stereo unspecified)	3	-2.6	-2	-1	2
5	COc1cccc(NC(=O)N(CCCN2CCOCC2)C(C)c2cc3ccccc3o2)c1 (stereo unspecified)	-9	2.0	2	0	1
6	N#CC(C#SN)=C1CCCCC1	5	-1.4	-29	-3	11
7	O=C(c1cccs1)N1CCN(c2ccc([N+](=O)[O-])cc2F)CC1	-6	0.1	-1	2	0
8	CCOc1ccc(S(=O)(=O)NCCC(=O)N(CC)CC(=O)Nc2c(F)cccc2F)cc1	7	-0.5	5	4	8
9	COc1ccc(CCN2CC(C(=O)NCCN3CCNC3=O)CCC2=O)cc1 (stereo unspecified)	-1	2.6	-3	-3	-2
10	COc1ccc(/C=C2\Sc3ccc(C(=O)N4CCCC4)cc3N(C)C2=O)cc1OC	3	-0.1	-33	4	1
11	CC(OC(=O)c1ccc2ncsc2c1)C(=O)Nc1cccc(Cl)c1 (stereo unspecified)	-2	0.5	-6	·	-1
12	Cc1nc(SCC(N)=O)[nH]c(=O)c1CCC(C)C	0	0.9	-6	4	0
13	COc1ccc(NCc2cccnc2)cc1	7	0.3	1	-3	7
14	CCOC(=O)c1cnn(-c2ccc(C(F)(F)F)cn2)c1N	0	-0.7	0	3	-3
15	O=C(NCCN1CCOCC1)c1ccc2c(c1)N(Cc1ccccc1)C(=O)CS2	-1	1.4	-8	32*	1

entry	proCasp3 act	core dimer inh	TPT1 inhibitor	PP1 inh
1	2	-1	74*	2
2	0	-6	0	-2
3	-4	1	0	-3
4	-10	4	6	-3
5	1	-4	-3	3
6	-34	-5	-5	-1
7	-3	4	-1	-2
8	5	2	0	-9
9	8	-9	-2	1
10	-16	-3	1	-1
11	-4	·	·	-2
12	-8	-4	-1	-2
13	-7	-3	2	4
14	4	-4	1	1
15	-2	3	-2	0

(listing goes on)
entry	Structure	PAFAH2 inh	PP5 primary	proCasp7 act	Fh CTSL1 inh	AHR activator
16	CCOC(=O)CCn1nc(-c2ccc(C)cc2)c2ccccc2c1=O	0	-3.1	4	2	2
17	O=C(CSCc1ccc(Cl)cc1)NN=C1CCCCCC1	5	2.7	-3	1	4
18	Nc1nnc(Cc2ccc(Cl)cc2)s1	3	3.7	4	-1	-1
19	CCN(Cc1nc(-c2cccc(C)c2)no1)C(=O)c1ccc2c(c1)OCO2	4	0.1	-4	-3	6
20	CC(=O)Nc1ccc(N/C=C(\C#N)S(=O)(=O)c2ccc(Cl)cc2)cc1	-3	3.2	5	-5	9
21	CCCOc1ccc(C(=O)CCC(=O)OCC(=O)N(C)c2c(N)n(Cc3ccccc3)c(=O)[nH]c2=O)cc1	-3	2.9	9	-5	0
22	COc1ccc(OC)c(N/C=C/C(=O)c2ccc(OC)c(OC)c2)c1	-4	2.6	-11	5	10
23	O=C(O)c1ccccc1-c1ccccc1C(=O)Nc1ccc(F)cc1	-1	1.2	6	-1	2
24	N#Cc1cncc(C#Cc2ccccc2)c1	-3	-1.9	-4	-1	0
25	COCCn1c(-c2ccccc2F)n[nH]c1=S	1	1.1	-14	-2	-3
26	COc1ccc(NS(=O)(=O)c2cc(NC(=O)COc3ccccc3F)ccc2OC)cc1	-6	4.3	-4	·	1
27	O=C(Cn1cncn1)c1ccccc1	1	0.8	2	0	2
28	CS(=O)(=O)NCCSCc1ccccc1	5	-2.4	5	19*	1
29	CN(C)c1ccc(CNc2ncnc3sccc23)cc1	7	2.2	1	3	-7
30	O=C(Cn1ccc2ccccc2c1=O)NCC(=O)N1CCN(c2ccc(F)cc2)CC1	-2	0.6	4	-3	-1

entry	proCasp3 act	core dimer inh	TPT1 inhibitor	PP1 inh
16	2	5	5	-3
17	4	-6	-1	3
18	1	-6	-3	0
19	-6	-3	-4	0
20	3	-6	5	3
21	4	0	5	2
22	-14	-10	21	3
23	2	-2	0	2
24	7	-6	-3	-4
25	-6	-1	0	-6
26	-1	·	·	-3
27	2	-3	2	3
28	1	-13	-3	-3
29	-5	1	-2	5
30	9	1	-2	0

The listing continues.
entry	Structure	PAFAH2 inh	PP5 primary	proCasp7 act	Fh CTSL1 inh	AHR activator
31	Cc1cccc(C)c1N(CC(=O)NCc1ccco1)C(=O)CNS(=O)(=O)c1ccc(F)cc1	-7	3.4	4	-1	-1
32	CCn1c(CSc2nc3ccccc3s2)nnc1SCC(N)=O	-2	4.1	-2	0	-3
33	Cc1oc2c(cc(NS(=O)(=O)c3ccc4c5c(cccc35)C(=O)N4)c3ccccc32)c1C(=O)OC(C)C	-1	-0.3	-10	-2	74*
34	COc1ccc(Cc2nc(-c3ccc(Br)cc3)no2)cc1	4	0.4	7	0	9
35	COc1ccccc1C(=O)NC(=O)COC(=O)/C(=C/c1ccccc1)NC(C)=O	-1	0.4	6	1	3
36	O=S(=O)(NCc1ccccc1)c1ccc(F)cc1Br	-13	2.6	-6	-1	-2
37	O=C(COc1ccccc1-c1ccccc1)N/N=C/c1ccccn1	-2	0.3	1	-3	1
38	COCCNC(=O)NC(=O)CSc1nc(C)c(C)c(C)n1	4	1.1	11	1	-2
39	O=C(O)/C=C/C(O)c1ccc(Cl)cc1 (stereo unspecified)	6	2.5	-6	-12	1
40	CC(C)(C)c1ccc(OCC(=O)N/N=C/c2cc(Br)ccc2OC(=O)c2ccco2)cc1	0	0.5	9	0	1
41	Cc1ccc2c(c1)/C(=C/c1ccccc1F)C(=O)N2	3	-0.1	-4	-1	68*
42	CCOC(=O)c1cc(CC)sc1NC(=O)COC(=O)C1CCC1	-1	1.1	0	-3	0
43	COC(=O)C1CCN(C(=O)C23CCC(C)(C(=O)O2)C3(C)C)CC1 (stereo unspecified)	6	0.3	5	-6	-1
44	O=C(NC(=S)NCC1CCCO1)c1cccs1 (stereo unspecified)	-8	-0.7	1	-2	0
45	COc1ccc(CCN2C(=O)c3cccc4cccc(c34)C2=O)cc1OC	0	0.8	-5	5	70*

entry	proCasp3 act	core dimer inh	TPT1 inhibitor	PP1 inh
31	-4	-10	-1	0
32	-2	-1	-2	-5
33	-16	21	1	1
34	-8	0	-2	-4
35	0	-4	1	1
36	-1	8	-2	-3
37	5	2	1	-1
38	-3	-4	9	-1
39	-8	-6	-6	-1
40	3	-2	-1	-4
41	-7	4	2	-5
42	8	1	0	-4
43	7	2	0	5
44	-7	5	1	3
45	8	1	1	-3

Structural class, the compounds so far containing two or more sulfur atoms.
entry	Structure	PAFAH2 inh	PP5 primary	proCasp7 act	Fh CTSL1 inh	AHR activator
28	CS(=O)(=O)NCCSCc1ccccc1	5	-2.4	5	19*	1
32	CCn1c(CSc2nc3ccccc3s2)nnc1SCC(N)=O	-2	4.1	-2	0	-3
44	O=C(NC(=S)NCC1CCCO1)c1cccs1 (stereo unspecified)	-8	-0.7	1	-2	0

entry	proCasp3 act	core dimer inh	TPT1 inhibitor	PP1 inh
28	1	-13	-3	-3
32	-2	-1	-2	-5
44	-7	5	1	3

2 of the compounds above, with two lines to a compound.
Every second line gives: PAFAH2 inh | PP5 primary | proCasp7 act | Fh CTSL1 inh | AHR activator | proCasp3 act | core dimer inh | TPT1 inhibitor | PP1 inh
[43] COC(=O)C1CCN(C(=O)C23CCC(C)(C(=O)O2)C3(C)C)CC1 (stereo unspecified)
→ 6 | 0.3 | 5 | -6 | -1 | 7 | 2 | 0 | 5
[44] O=C(NC(=S)NCC1CCCO1)c1cccs1 (stereo unspecified)
→ -8 | -0.7 | 1 | -2 | 0 | -7 | 5 | 1 | 3

Nothing new here: entries from further up.
entry	Structure	PAFAH2 inh	PP5 primary	proCasp7 act	Fh CTSL1 inh	AHR activator
44	O=C(NC(=S)NCC1CCCO1)c1cccs1 (stereo unspecified)	-8	-0.7	1	-2	0
45	COc1ccc(CCN2C(=O)c3cccc4cccc(c34)C2=O)cc1OC	0	0.8	-5	5	70*

entry	proCasp3 act	core dimer inh	TPT1 inhibitor	PP1 inh
44	-7	5	1	3
45	8	1	1	-3

(more compounds)
entry	Structure	PAFAH2 inh	PP5 primary	proCasp7 act	Fh CTSL1 inh	AHR activator
46	CC(C)c1ccc(C(=O)N2CCN(CCO)CC2)cc1	5	-1.6	-3	1	-2
47	Cc1ccc(S(=O)(=O)Nc2ccc(NC(=O)Nc3ccc(F)cc3F)cc2)cc1	-13	3.1	-12	-1	8
48	COc1ccccc1CCNC(=O)C(=O)NCCC1CCCCN1S(=O)(=O)c1ccccc1 (stereo unspecified)	-4	1.1	1	-5	4
49	O=C(CCNS(=O)(=O)c1ccc(Br)s1)NC1CCCC1	-9	-0.1	9	-2	2
50	OCCCCNc1cccc2ccccc12	6	2.9	-9	0	31
51	Cc1sc2ncnc(OCc3nnc(-c4cccs4)o3)c2c1C	9	1.2	1	-4	4
52	C=CCC[C@@H](Cc1ccc(F)cc1)C(=O)OC[C@@H](NC(=O)[C@@H](CC=C)CC(=O)N[C@@H](CO)Cc1ccccc1)C(C)(C)C	7	·	2	·	-1
53	COc1ccc2nc(SCC(=O)C(C)(C)C)[nH]c2c1	8	2.0	2	0	6
54	COc1ccc(S(=O)(=O)N2CCC(C(=O)NCc3ccco3)CC2)cc1	-2	-0.5	-6	2	2
55	O=C(CSCc1ccccc1Cl)Nc1ccc2c(c1)OCCO2	5	2.8	6	1	-2
56	CCOP(=O)(OCC)C(NC(=O)Nc1ccc(C)cc1)C(N)=O (stereo unspecified)	·	1.0	-3	4	-2
57	CCOC(=O)c1cc(C)sc1NC(=O)CCC(=O)O	-1	3.1	-6	3	-2
58	O=C(CNC(=O)c1ccc(Cl)cc1)OCN1C(=O)c2ccccc2C1=O	-5	·	-10	·	-2
59	CC1(c2ccc3c(c2)OCCO3)NC(=O)N(CC(=O)Nc2c(F)cccc2F)C1=O (stereo unspecified)	-10	1.3	-7	·	-1
60	CCOC(=O)c1cc(NC(=O)N(CC)CC)c(C)nc1C	2	-0.4	3	0	1
61	CCOC(=O)c1csc(NC(=O)C2=COCCO2)n1	4	3.5	16	1	5
62	CSc1nc(N)c2c3c(sc2n1)CN(C)CC3	1	1.9	1	1	5

entry	proCasp3 act	core dimer inh	TPT1 inhibitor	PP1 inh
46	8	2	-2	-1
47	-6	9	2	-2
48	10	3	0	0
49	8	-2	-1	5
50	-7	-12	-1	-6
51	3	8	6	-2
52	1	·	·	·
53	0	0	0	-5
54	-3	-1	-5	-3
55	5	-1	0	-1
56	5	-1	1	5
57	6	-4	1	0
58	5	·	·	·
59	7	·	·	-5
60	-1	-1	3	-4
61	-2	4	1	2
62	-1	-8	1	2
